PhoP GFP inhibition = PhoP regulon inhibitors, Salmonella typhi PhoP promoter GFP reporter, confirmatory (AID 1850); Salmonella Typhi PhoP-promoter GFP reporter, fluorescence, 4 h; higher % means a stronger effect; 310,000 compounds, 0.33% hits; one-dose inhibition, % at 50 µM; IC50 in µM for titrated hits; in the data active = a potency from the dose series; inconclusive = inhibition mostly from about 25% at the one dose, without a potency; inactive = the rest, 99 in 100 with inhibition below about 19%;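 also: 0% = induced wells with vehicle and 100% = uninduced wells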
H1N1 NS1A inhibition = H1N1 influenza NS1A inhibitors, functional cell based assay (AID 504329); NS1A functional cell-based assay, percent inhibition; higher % means a stronger effect; one-dose inhibition, % at 12.5 µM; IC50 in µM for titrated hits; 340,000 compounds, 0.3% hits; in the data active = a potency from the dose series; inconclusive = inhibition above about 27% without an active follow-up result; also: strong numbers were not always called active
H37Rv inhibition = M. tuberculosis growth inhibition, HTS (AID 449762) | 330,000 compounds, 0.59% hits | M. tuberculosis H37Rv growth inhibition, 7H9 media; higher % means a stronger effect | inhibition, % at 25 µM; hits with a dose series show IC50 in µM; in the data active = a potency from the dose series; inconclusive = inhibition above about 70% without an active follow-up result;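 also: bacterial growth assessed after seven days of incubation; strong numbers were not always called active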
tuberculosis growth = growth inhibition of non-replicating M. tuberculosis (AID 488890) | Mycobacterium tuberculosis non-replicating, growth inhibition; higher % means a stronger effect | one-dose inhibition, % at 25 µM; IC50 in µM for titrated hits | 320,000 compounds, 0.39% hits; in the data active = a potency from the dose series; inconclusive = inhibition mostly from about 82% at the one dose, without a potency; inactive = the rest, 99 in 100 with inhibition below about 76%;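 also: plate controls were DMSO cells for no effect and high antibiotic wells for full effect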
inhibitors of VEEV = inhibitors of VEEV TC-83 cytopathic effect, confirmation, Vero cells (AID 588727); Vero cells, VEEV TC-83 cytopathic effect inhibition; higher % means a stronger effect; inhibition, % at 20 µM; hits with a dose series show IC50 in µM; 350,000 compounds, 0.13% hits; in the data active = a potency from the dose series; inconclusive = inhibition mostly from about 14% at the one dose, without a potency; inactive = the rest, 99 in 100 with inhibition below about 12%; also: strong numbers were not always called active
inhibitors of VEEV 10K pilot screen = recorded beside inhibitors of VEEV, whose call it bears; inhibition, %; measured here: 10K pilot screen inhibition
The depositor's hits bear a star; i = inactive; ? = inconclusive; / = no result given; & = joins results of further samples. Random draw from the library. Share with any hit: about 1.5%.

SMILES	PhoP GFP inhibition	H1N1 NS1A inhibition	H37Rv inhibition	tuberculosis growth	inhibitors of VEEV	others
COC(=O)c1[nH]c2c(c1C)C(=O)CC(c1cc(OC)c(OC)c(OC)c1)C2 (centres undefined)	-11%	0%	0%	-1%	1.2%
CC(C)(C)c1ccc(OCC(=O)NN2Cc3ccccc3C2=N)cc1	-2%	-4%	13%	11%	0.8%
CCC1Cc2c(nc(N)c3c(N)nc(N4CCOCC4)c(C#N)c23)O1 (centres undefined)	-5%	6%	-7%	0%	8.7%
CN(C(=O)c1cccc(NC(=O)Cc2ccc(NC(=O)C3CCN(S(=O)(=O)c4cccc([N+](=O)[O-])c4)CC3)cc2)c1)C1CCCCC1	/	-21%	/	/	i
CC(=O)Oc1cc2oc(=O)cc(C)c2cc1Cl	1%	1%	-5%	-8%	0.9%
CN(C(=O)COC(=O)c1cc(S(=O)(=O)N2CCOCC2)ccc1F)C1CCS(=O)(=O)C1 (centres undefined)	7%	-11%	-1%	-9%	2.0%
Cc1ccc(-c2nnc3c4ccccc4c(C)nn23)cc1S(=O)(=O)N1CCN(C)CC1	-7%	2%	8%	8%	0.2%
O=C(O)c1ccc(COc2c(F)c(F)c(F)c(F)c2F)o1	0%	0%	-2%	-7%	0.3%
COc1ccc(OC)c(Cc2nnc(CCC(=O)NCc3nc4ccccc4s3)o2)c1	2%	-7%	-1%	14%	1.0%
COc1cccc(N=CC2=C(O)CC(C)(C)CC2=O)c1	-5%	4%	-5%	12%	i
CCn1c(NC(=O)c2ccc(F)cc2)c2ccccc2nc1=O	-6%	2%	-2%	-7%	i
Cc1[nH]nc(SCC(=O)N(C)c2ccccc2)c1[N+](=O)[O-]	6%	-5%	1%	-8%	2.7%
Cc1ccc2c(c1)C1(OCCCO1)C(=O)N2CC#N	1%	3%	-7%	-13%	0.9%
COc1ccc(C(=O)CCC(=O)Nc2ccc(Cl)cc2)cc1	-8%	-5%	4%	49%	i
CSc1ccccc1NC(=O)Nc1ccccc1	-2%	4%	1%	-3%	2.0%
COc1ccc(-c2nnc(SC(C)C(=O)Nc3nccs3)n2-c2ccccc2)cc1OC (centres undefined)	-5%	13%	-11%	8%	4.1%
O=[N+]([O-])c1ccc2nc(CCCc3nc4ccc([N+](=O)[O-])cc4[nH]3)[nH]c2c1	5%	-4%	2%	26%	8.8%
Cc1oc(-c2ccc(F)cc2)nc1CN1CCCC(C(=O)N2CCOCC2)C1 (centres undefined)	/	0%	/	/	2.0%
COc1ccc(NC(=O)c2ccc(NC(=O)CCS(=O)(=O)c3cccs3)cc2)cc1	-9%	-1%	-3%	0%	0.3%
O=c1cc(N2CCCCCC2)[nH]c(=O)n1-c1ccccc1Cl	0%	2%	9%	-11%	0.9%	inhibitors of VEEV 10K pilot screen=1.1
COc1ccc(C)cc1NC(=O)c1cc(S(=O)(=O)N2CCOCC2)cn1C	17%	9%	-3%	0%	0.2%	inhibitors of VEEV 10K pilot screen=0.8
COc1cccc(C2NC(=S)NC(C)=C2C(=O)c2ccccc2)c1OC (centres undefined)	-5%	0%	-7%	13%	7.4%
CCOC(=O)N1C(=O)c2cc(OC)ccc2S1(=O)=O	4%	10%	-2%	1%	1.1%
C=CCN1C(=O)C2(NC(=O)c3ccccc3N2)c2ccccc21 (centres undefined)	6%	-7%	-1%	/	7.3%
CCc1ccc(C2CC(c3ccccc3)Nc3nc(N)nn32)cc1 (centres undefined)	-7%	-9%	6%	6%	0.5%

The last 5 compounds of the section before are carried over, then new ones follow.
SMILES	PhoP GFP inhibition	H1N1 NS1A inhibition	H37Rv inhibition	tuberculosis growth	inhibitors of VEEV	others
COc1ccc(C)cc1NC(=O)c1cc(S(=O)(=O)N2CCOCC2)cn1C	17%	9%	-3%	0%	0.2%	inhibitors of VEEV 10K pilot screen=0.8
COc1cccc(C2NC(=S)NC(C)=C2C(=O)c2ccccc2)c1OC (centres undefined)	-5%	0%	-7%	13%	7.4%
CCOC(=O)N1C(=O)c2cc(OC)ccc2S1(=O)=O	4%	10%	-2%	1%	1.1%
C=CCN1C(=O)C2(NC(=O)c3ccccc3N2)c2ccccc21 (centres undefined)	6%	-7%	-1%	/	7.3%
CCc1ccc(C2CC(c3ccccc3)Nc3nc(N)nn32)cc1 (centres undefined)	-7%	-9%	6%	6%	0.5%
Nc1ncnc2nc(N3CCN(C(=O)c4ccccc4)CC3)[nH]c12	-22%	-22%	-1%	3%	0.8%
NNc1nc2c(Cl)cccc2s1	8%	15%	19%	12%	2.7%
O=c1[nH]c(C2CCN(S(=O)(=O)Cc3ccccc3)CC2)nc2c1nnn2Cc1ccccc1	-15%	10%	-1%	24%	4.5%
COc1ccc(NC(=O)c2cccc(N3C(=O)C4C5C=CC(C6CC56)C4C3=O)c2)cc1 (centres undefined)	-5%	-1%	-1%	12%	7.6%
Cc1cc(F)ccc1S(=O)(=O)Nc1ccccc1C(=O)Nc1ccccc1N1CCOCC1	1%	4%	-8%	30%	i
COCCn1nnnc1C1(N(Cc2cc3cc(C)ccc3[nH]c2=O)CC2CCCO2)CCN(C)CC1 (centres undefined)	0%	4%	-11%	6%	2.0%
Cc1cc(C)n(CCO)c(=O)n1	1%	-7%	-1%	-8%	0.8%
CCc1nc(N)nc(N)c1-c1ccc(Cl)cc1	30%&4%	1%	?	11%	2.1%
COc1ccc(C(=O)CSc2nnc(-c3cc(C)on3)o2)cc1	-8%	0%	5%	74%	1.2%
O=C(CCC(=O)N1CCOc2ccccc21)Nc1cc(F)ccc1F	-8%	-1%	-3%	18%	1.0%
CCN(CC)C(=O)c1cn(CCC#N)nc1-c1ccc2ccccc2c1	-4%	-6%	-4%	7%	0.8%
Cn1cc([C@@H]2C[C@H]3CN(C4CCCC4)C(=O)[C@]34CCCN24)c(-c2ccccc2)n1	4%	12%	-1%	16%	0.3%
O=C(O)CCCCn1c(SCc2ccccc2Cl)nc2ccsc2c1=O	/	-8%	/	/	i
Cc1ccc(-c2noc(C3CCCN(C(=O)c4cccc(Cl)c4)C3)n2)o1 (centres undefined)	-1%	4%	1%	-13%	0.7%
Cc1ccc(NCc2nnc(SCC(=O)c3ccc4c(c3)OCCO4)o2)c(C)c1	-7%	2%	-1%	1%	0.0%
CC(C)Sc1ncnc2[nH]ncc12	/	-14%	/	/	5.7%
O=C(CCS(=O)(=O)c1ccccc1)Nc1nc2cc3c(cc2s1)OCO3	4%	-7%	-3%	74%	4.3%
CCOc1cc(C2C(C#N)=C(N)Oc3n[nH]c(-c4ccncc4)c32)cc([N+](=O)[O-])c1O (centres undefined)	1%	/	8%	0%	3.8%
CN(C)CCN1C(=O)C(O)=C(C(=O)c2cc3ccccc3o2)C1c1cccc(Br)c1 (centres undefined)	-10%	3%	3%	28%	i
CCCC(=O)N(CCN1CCOCC1)c1nc2c(OC)ccc(OC)c2s1	-7%	10%	-4%	-9%	1.2%
CC[C@@H](C)[C@H](NC(=O)OC(C)(C)C)c1nnc(S(=O)(=O)Cc2cc(C)ccc2C)o1	0%	10%	-6%	76%	21%
CCCNC(=O)c1ccc(SC)cc1OC	-3%	5%	0%	-2%	2.5%
O=C(COc1ccccc1)OCc1cc(-c2ccco2)on1	/	2%	-1%	58%	0.2%
O=C(c1ccc(Br)cc1)N1CCCC1	-1%	1%	-3%	-3%	i
COC(=O)CC(NC(=O)c1ccc(C)cc1)c1ccc2c(c1)OCO2 (centres undefined)	-3%	23%	1%	-3%	i
Other structures follow:
SMILES	PhoP GFP inhibition	H1N1 NS1A inhibition	H37Rv inhibition	tuberculosis growth	inhibitors of VEEV	others
CC(C)CC(=O)Nc1ccc(Cc2ccncc2)cc1	-8%	-3%	3%	73%	0.4%
COC(=O)[C@H](Cc1ccccc1)NC(=O)N(C)Cc1ccccc1	-3%	-5%	2%	-18%	0.6%
O=C(Nc1ccc(S(=O)(=O)N2CCCC2)cc1)C1CC(=O)N(c2ccccc2)C1 (centres undefined)	-8%	-24%	-2%	11%	0.4%
Cc1c(/C=N/NC(=O)c2sc3ccccc3c2Cl)cnn1C	35%	-14%	-3%	/	3.3%	inhibitors of VEEV 10K pilot screen=3.9
Fc1ccc(NC(=S)NCc2cccs2)cc1	6%	6%	3%	75%	i
COc1ccc2[nH]c(=O)c(-c3nnn(-c4ccccc4)n3)cc2c1	-6%	-21%	3%	-14%	?
COc1ccc(/C=N/NC(=O)c2cccc(NC(=O)c3ccc(F)cc3)c2)c(C(=O)O)c1OC	0%	-3%	1%	33%	2.5%
Cn1cccc1C(NC(=O)c1ccccc1)C(Cl)(Cl)Cl (centres undefined)	0%	-1%	0%	-5%	0.1%
CN1CCN(Cc2cn3cccnc3n2)CC1	-20%	3%	7%	-9%	1.4%
O=C(COc1ccc(S(=O)(=O)N2CCCC2)cc1)N1CCN(c2ccccc2F)CC1	3%	4%	12%	9%	3.3%
COc1ccc(CN2C(=O)c3cccnc3C2O)cc1 (centres undefined)	-12%	7%	4%	6%	1.4%
C#CCOCCOCCOCCNc1nc(N2CCN(C(=O)[C@H](Cc3cc4ccccc4[nH]3)n3cc([C@@H](N)Cc4ccc(O)cc4)nn3)CC2)nc(N2CCN(C(=O)[C@H](Cc3cc4ccccc4[nH]3)n3cc([C@@H](N)CC(C)C)nn3)CC2)n1	/	25%	/	/	4.0%
CCOc1ccc(N(CC(=O)NCc2cccc(OC)c2)S(=O)(=O)c2c(C)noc2C)cc1	21%	0%	-6%	-9%	i
CSc1nc2ccccc2n1Cc1c(Cl)cccc1Cl	0%	1%	3%	15%	i
Cc1cccc(C(=O)O/N=C(\N)CS(=O)(=O)c2ccccc2)c1	-7%	-10%	-3%	-7%	1.6%
CC(C)NC(=O)C1CCN(C(=O)C(C(=O)c2ccccc2)n2cc(Cl)ccc2=O)CC1 (centres undefined)	4%	1%	7%	-5%	1.7%
Cc1ccc(C)c(CSc2nnc(C)c(=O)[nH]2)c1	3%	-9%	-6%	27%	0.5%
COc1ccc(CN(C)C(=O)c2[nH]c(C)c(C(C)=O)c2C)c(OC)c1OC	-5%	7%	-1%	0%	0.2%
COc1ccc(CN(C(=O)c2cccc(OC)c2)C2CCS(=O)(=O)C2)cc1 (centres undefined)	-6%	/	-2%	-10%	0.6%
COc1ccc(OC)c(N2C(=O)NC(=O)C3(Cc4cc(C)ccc4N(C)C3)C2=O)c1 (centres undefined)	3%	4%	32%	14%	0.8%
O=C1COc2ccc(S(=O)(=O)N3CCc4ccccc43)cc2N1	1%	-3%	-3%	7%	0.2%
O=C(NNC(=O)c1ccccc1Br)c1ccncc1	1%	-1%	3%	-3%	0.5%
COc1ccccc1N(CC(=O)NCC1CCCO1)C(=O)Cn1nnc(-c2cccs2)n1 (centres undefined)	4%	3%	-13%	25%	3.2%
COc1ccc(OC)c2c1sc(=NC(=O)c1cccc(N3C(=O)CCC3=O)c1)n2C	-1%	-18%	3%	-13%	0.3%
CCO[C@H]1OC(C(=O)O)=C[C@@H](c2ccc3c(c2)OCO3)[C@@H]1CCCO	-6%	-4%	-9%	-2%	0.2%
(list continues)
SMILES	PhoP GFP inhibition	H1N1 NS1A inhibition	H37Rv inhibition	tuberculosis growth	inhibitors of VEEV	others
CCOc1ccc(NC(=O)c2ccc(NC(=O)C3CCCO3)cc2)cc1 (centres undefined)	-11%	7%	61%	19%	2.9%
COc1ccccc1NC(=O)c1ccccc1C(=O)Nc1ccccc1OC	-4%	5%	0%	-6%	8.6%
Nc1nc(CSCc2ccccc2)nc(N2CCOCC2)n1	0%	-10%	5%	9%	3.0%
COC(=O)c1ccc(C23CC4(C2)[C@H](CN(Cc2ccc(C(F)(F)F)cc2)[C@@H]4c2ccccc2)C3c2ccc(Cl)nc2)cc1 (some centres undefined)	7%	/	6%	41%	/
Cc1nnc(-c2ccco2)c2cn(-c3cccc(Br)c3)nc12	-4%	12%	19%	-5%	7.4%
CC1(C)Cc2c(c(N3CCOCC3)nc3sc4c(NCC5CCCO5)nnnc4c23)CS1 (centres undefined)	-12%	12%	12%	7%	10%
Cc1ccc(S(=O)(=O)CCC(=O)NCc2ccccc2Cl)cc1	-4%	0%	2%	13%	i
Cc1nnc(NC(=O)c2ccc(S(=O)(=O)N3CC(C)CC(C)C3)cc2)o1 (centres undefined)	-2%	4%	-5%	?	11%
Cc1cc(C)n2nc(C(=O)OCC(=O)NNC(=O)c3ccc(Cl)cc3)nc2n1	6%	3%	3%	-9%	1.2%

Screening data deposited in PubChem BioAssay by Southern Research Specialized Biocontainment Screening Center.
